GPR7 antag: human neuropeptides B/W receptor 1 antagonism; P48145; GPR7-expressing cells, fluorescence antagonist assay; inhibition, % at 4.4 µM; 1.1% of 290,000 active; AID 1861; in the data active = inhibition above about 16%, passing the limit was not always enough;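 also: cells stimulated with the agonist NPW; 0% = agonist with vehicle and 100% = vehicle without agonist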
Target sequence (P48145 whole entry, looked up): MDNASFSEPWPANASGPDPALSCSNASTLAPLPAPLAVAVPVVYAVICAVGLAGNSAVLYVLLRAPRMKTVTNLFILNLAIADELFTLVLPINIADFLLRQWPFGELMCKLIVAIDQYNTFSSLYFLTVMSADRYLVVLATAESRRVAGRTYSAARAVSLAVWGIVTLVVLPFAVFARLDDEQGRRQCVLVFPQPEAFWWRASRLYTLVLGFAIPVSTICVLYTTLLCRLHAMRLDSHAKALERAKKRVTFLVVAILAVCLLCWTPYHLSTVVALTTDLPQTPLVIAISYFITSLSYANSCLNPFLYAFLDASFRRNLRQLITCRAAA
NALP1 inh: blocks the NALP1 inflammasome reconstituted in yeast; inhibition, % at 10 µM; S. cerevisiae NALP1/ASC/caspase-1 growth, X-gal OD620, 72 h; 0.61% of 280,000 active; in the data active = inhibition mostly above about 24%, no sharp cut-off; inactive = mostly below about 32%; also: some compounds called inactive have numbers as strong as hits
MEKK2 WT-MEK5: raises or lowers MEK5 binding to wildtype human MEKK2 PB1 domain; bead flow cytometry, Alexa488-MEK5 binding to MEKK2 WT; actives lie on both sides; 1.1% of 290,000 active; Q9Y2U5; AID 1531; binding response (% of control), % at 10 µM; in the data active = binding response below about 67% or above about 130%
GalR3 antag: blocks the human galanin receptor 3 | HEK293 GalR3-CNG cAMP membrane potential fluorescence; galR3 body fused to GalR1 C-terminus | inhibition, % at 3 µM | 0.44% of 360,000 active;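 active = inhibition above the screen-wide average plus 3 SD, cut at about 13% in these data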;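 also: forskolin and galanin both at EC90 stimulate the cells; cAMP rise reported by CNG channel membrane potential dye signal; 0% = forskolin plus galanin with DMSO and 100% = forskolin alone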
Target sequence (O60755 1-299 limits assumed): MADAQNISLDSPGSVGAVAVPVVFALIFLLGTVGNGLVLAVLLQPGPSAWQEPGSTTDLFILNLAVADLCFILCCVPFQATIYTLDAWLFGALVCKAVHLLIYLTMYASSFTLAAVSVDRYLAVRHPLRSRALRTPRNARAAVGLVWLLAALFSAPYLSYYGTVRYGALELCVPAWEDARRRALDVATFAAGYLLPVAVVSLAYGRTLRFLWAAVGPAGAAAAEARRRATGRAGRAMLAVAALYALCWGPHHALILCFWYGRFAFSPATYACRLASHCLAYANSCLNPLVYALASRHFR
MEKK2 mut-MEK5: signal of MEK5 binding to mutant human MEKK2 PB1 domain. AID 1530. percent response, % at 10 µM. 0.35% of 290,000 active. bead flow cytometry, Alexa488-MEK5 binding to MEKK2 mutant; in the data active = percent response above about 24%, passing the limit was not always enough; also: inactives centre near 1; some results filed as inactive read as strong as hits; reference of the scale not given here
MEKK3 PB1 HTS: MEKK3-MEK5 PB1 interaction, increase or decrease; bead-based flow cytometry, Alexa488-MEK5 binding to MEKK3; actives lie on both sides; 0 = blocked by unlabeled MEK5, 100 = vehicle; Q99759; binding response (% of control), % at 10 µM; 1.4% of 290,000 active; AID 1529;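 active = binding response more than 3 SD above or below the average of its plate-row segment, actives on both sides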;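 also: Alexa488 bead fluorescence after subtracting the streptavidin-only scavenger bead signal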
PHOSPHO1 inh: blocks human PHOSPHO1 phosphatase activity; 1.1% of 290,000 active; inhibition, % at 13.3 µM; Q8TCT1; recombinant PHOSPHO1, absorbance phosphatase assay; in the data active = inhibition above about 60%
Target sequence (Q8TCT1 whole entry, looked up): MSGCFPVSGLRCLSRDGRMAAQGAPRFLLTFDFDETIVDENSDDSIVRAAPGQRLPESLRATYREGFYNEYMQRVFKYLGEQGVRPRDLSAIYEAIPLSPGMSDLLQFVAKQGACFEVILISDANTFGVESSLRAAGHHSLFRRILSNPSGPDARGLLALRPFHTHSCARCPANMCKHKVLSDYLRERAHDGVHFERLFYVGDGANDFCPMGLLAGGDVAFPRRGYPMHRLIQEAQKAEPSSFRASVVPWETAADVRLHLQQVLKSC
OXTR ag: human OXTR agonism; P30559; CHO-OTR cells, Fluo-8 calcium fluorescence; normalized: DMSO 0%, oxytocin 100%; activation, % at 3 µM; 0.32% of 320,000 active; AID 2435;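 active = activation above the mean of all tested compounds plus 3 SD, cutoff set per screening run, cut at about 20% in these data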;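 also: peak over basal fluorescence ratio from a 100 s FLIPR kinetic read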
V1aR counter: activates human V1a receptor in oxytocin agonist counter-screen; P37288; CHO-V1R cells, Fluo-8 calcium fluorescence, agonist mode; 0% DMSO, 100% 3 nM vasopressin; activation, % at 3 µM; 0.25% of 320,000 active; AID 2797;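 active = activation above the mean activation of all tested compounds plus 3 SD, per screening run, cut at about 20% in these data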;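 also: signal is peak over basal fluorescence ratio across a 100 second FLIPR read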
Numbers without * were called inactive; nt = not tested or not shown; [ ] = remark or other dose. No enrichment for hits; about 5.4% have a hit in one of these screens.

Values in the order – OXTR ag	GalR3 antag	V1aR counter	MEKK2 WT-MEK5	MEKK3 PB1 HTS	MEKK2 mut-MEK5	GPR7 antag	NALP1 inh	PHOSPHO1 inh
#1 COc1ccc(NC(=O)c2nc[nH]c2C(=O)N[C@H](C)c2ccccc2)cc1
→ 0.8	-5	0.2	94	100	-1	nt	nt	11
#2 CSc1nc(N)c2c3c(sc2n1)CN(C)CC3
→ 0.3	-12	0.5	101	98	2	3	15	10
#3 OC(COCC1COc2ccccc2O1)CN1CCCCC1 (configuration not stated)
→ 1.0	-4	1.1	120	101	22	1	35	9
#4 Cc1nc(N/N=C/c2cccc(F)c2)cc(N2CCOCC2)n1
→ -2.7	1	-0.4	108	105	2	-6	17	29
#5 CC(=O)c1cc(C(=O)N2CCc3c([nH]c4ccccc34)C2C2CCCCC2)[nH]n1 (configuration not stated)
→ -1.4	-8	-0.5	86	90	-6	8	10	41
#6 O=C(COc1ccc(Cl)cc1)N(Cc1ccco1)C1CCS(=O)(=O)C1 (configuration not stated)
→ -0.8	0	-0.8	96	94	-16	-20	-6	25
#7 CC(=O)NS(=O)(=O)c1ccc(NC(=O)c2cc(-c3cccs3)nc3ccccc23)cc1
→ 0.0	-3	0.9	93	97	-2	2	11	-15
#8 CCOC(=O)c1nn(-c2ccc(Cl)cc2C)ccc1=O
→ -0.8	-3	0.8	102	102	2	-7	19	34
#9 Cc1cccc(C)c1OCC(=O)Nc1cccc(C(=O)O)c1
→ -0.8	-5	1.0	103	108	1	-2	10	53
#10 O=C(Nc1cccc(S(=O)(=O)N2CCOCC2)c1)c1cc2ccccc2o1
→ -0.2	-5	1.6	89	92	-16	-11	nt	43
#11 N#CC1=C(N)Oc2c(ccc3cccnc23)C1c1ccncc1 (configuration not stated)
→ -1.2	1	-0.6	97	99	-5	4	0	15
#12 Nc1c(C(=O)c2ccccc2O)cnn1-c1ccc(S(=O)(=O)N2CCOCC2)cc1[N+](=O)[O-]
→ 1.1	-3	0.4	99	96	-3	2	13	-14
#13 c1ccc2c(-c3[nH]ncc3CNCCCn3ncc4ccccc43)cccc2c1
→ 0.7	-9	0.0	127	108	2	22*	36	28
#14 COc1ccc(CNC(=O)CN(C(=O)CCC(=O)Nc2ccccn2)c2ccc(C)cc2)cc1
→ -0.9	-9	-0.2	109	106	8	-15	8	20
#15 CC(=O)N1c2c(cc(Br)cc2S(=O)(=O)N2CCOCC2)CC1C (configuration not stated)
→ 0.6	-6	1.4	93	91	-5	0	36	21
#16 [O-][N+]12CC[N+]([O-])(CC1)c1ccccc12
→ 0.8	1	0.3	112	109	11	8	0	2
#17 C#CCOc1ccccc1CNC1CCN(Cc2ccccc2)CC1
→ 2.6	-6	1.3	104	97	14	17	7	nt
#18 Nc1cccc2c1C(=O)N(C(=O)c1ccc(Cl)c(S(=O)(=O)N3CCCCCC3)c1)C2=O
→ -0.6	-4	-0.5	105	106	6	1	-25	12
#19 Cc1c(/C=N/NC(N)=O)c2ccccn2c1C(=O)c1ccc(F)cc1
→ -1.2	0	1.7	98	103	-1	-1	19	-8
#20 COc1cc(CNC2CCCCC2OC)cc(OC)c1 (configuration not stated)
→ -0.1	-4	-0.4	102	100	0	-6	-8	-2
#21 COc1cccc(CC(=O)Nc2ccc3c(c2)CCC3)c1
→ 0.7	-9	1.1	98	103	-5	-8	16	28
#22 CN1CCN(C(=S)c2cn(Cc3cccc(F)c3)c3ccccc23)CC1
→ 2.2	-3	1.4	90	92	-13	-4	2	32
#23 COc1ccc(CNC(=O)Cc2csc(Nc3nc(=S)[nH]c4ccccc34)n2)cc1
→ -1.1	-2	-0.8	nt	nt	nt	-4	2	12
#24 O=C(Cn1cnc2c(nnn2Cc2ccccc2)c1=O)NCc1ccco1
→ -0.6	nt	0.9	113	112	11	-1	nt	-2
#25 CCc1ccc(OCC(=O)N2CC(C(=O)OC)Oc3ccccc32)cc1 (configuration not stated)
→ 0.9	-9	0.3	103	100	1	-2	-7	2
#26 CCN(CC)S(=O)(=O)c1ccc(N2CCOCC2)c(NC(=O)CCC2CCCCC2)c1
→ -2.3	8	-0.7	98	100	2	1	12	-6
#27 O=C(NC1CC2CCCC(C1)N2C(=O)N1CCCCC1)C1CCCCC1 (configuration not stated)
→ -1.4	-1	-1.4	101	101	2	-9	34	6
#28 O=S(=O)(c1cccc(-n2cnnn2)c1)N1CCOCC1
→ 1.4	-5	1.1	102	104	2	-3	2	5
#29 COc1cc(CNCc2ccccn2)ccc1OCc1ccccc1Cl
→ 11	-7	5.2	93	86	-2	3	39	-1
#30 Cn1sc(NC(=O)c2cccc(Cl)c2)nc1=O
→ 0.1	-6	-0.1	107	103	0	-12	-8	2

Marked active in GPR7 antag (from the list above):
item	Structure	GalR3 antag	MEKK2 WT-MEK5	MEKK3 PB1 HTS	MEKK2 mut-MEK5	GPR7 antag	NALP1 inh	PHOSPHO1 inh
13	c1ccc2c(-c3[nH]ncc3CNCCCn3ncc4ccccc43)cccc2c1	-9	127	108	2	22*	36	28

Reprinted at random: two compounds from above.
Values in the order – OXTR ag	GalR3 antag	V1aR counter	MEKK2 WT-MEK5	MEKK3 PB1 HTS	MEKK2 mut-MEK5	GPR7 antag	NALP1 inh	PHOSPHO1 inh
#8 CCOC(=O)c1nn(-c2ccc(Cl)cc2C)ccc1=O
→ -0.8	-3	0.8	102	102	2	-7	19	34
#24 O=C(Cn1cnc2c(nnn2Cc2ccccc2)c1=O)NCc1ccco1
→ -0.6	nt	0.9	113	112	11	-1	nt	-2

(cont.)
Values in the order – OXTR ag	GalR3 antag	V1aR counter	MEKK2 WT-MEK5	MEKK3 PB1 HTS	MEKK2 mut-MEK5	GPR7 antag	NALP1 inh	PHOSPHO1 inh
#31 Cc1ccccc1C(=O)N1CCC(C(=O)O)CC1
→ 0.5	-6	0.6	105	103	-1	-2	1	-12
#32 CCCOc1ccc(C(=O)N2CCCc3ccccc32)cc1
→ -1.9	-3	-0.6	94	97	-4	-10	24	29
#33 CC(C)N1C(=S)SC(C)(C)C1n1oc(=O)n(-c2cccc(Cl)c2)c1=O (configuration not stated)
→ -1.0	-6	-0.1	96	102	0	-15	-11	-16
#34 CC(C)(C)C(=O)Nc1ccc2oc(-c3cc(F)c(F)cc3Cl)nc2c1
→ -1.6	6	4.8	1.0*[inhibitor]	1.0*[inhibitor]	-19	4	6	0
#35 CCOc1ccccc1NC1c2ccccc2C(=O)N1c1ccc(C)cn1 (configuration not stated)
→ -1.9	nt	-1.5	100	101	2	-4	-17	-1
#36 COC(=O)C1(CO)NC(c2cccs2)C2C(=O)N(c3ccccc3)C(=O)C21 (configuration not stated)
→ 0.1	-6	0.8	96	101	1	12	-5	-17
#37 O=C(Nc1ccc(Br)cc1F)C1CCN(c2nnc(-n3cccc3)s2)CC1
→ -1.4	2	-0.5	103	104	7	-6	8	-4
#38 CC(=O)c1ccc(NC(=O)CCS(=O)(=O)c2ccc3c(c2)n(C)c(=O)c(=O)n3C)cc1
→ 0.3	nt	1.0	97	97	-3	0	10	-146
#39 CN(C)CCNCc1ccc(OC2CCCC2)cc1
→ 1.9	0	0.2	133	110	16	-4	-1	9
#40 CC1(C)CC(=O)C(N=Nc2ccc(S(=O)(=O)N3CCCCCC3)cc2)=C(O)C1
→ 0.1	-5	0.5	95	96	-3	9	20	16
#41 COC(=O)c1sc(NC(=O)CSc2nc3cccnc3n2C2CCCCC2)nc1C
→ -1.2	-2	0.2	97	102	5	-14	-4	24
#42 O=C(Nc1ccc(Br)cc1)C1CC=CCC1C(=O)OCC1CCCO1 (configuration not stated)
→ -0.3	-2	-0.9	95	99	-1	3	22	11
#43 S=C(NCCC(c1ccccc1)c1ccccc1)Nc1cccc(Cl)c1
→ 1.0	-4	5.4	5.0*	95	32*	-4	3	18
#44 O=Cc1c(Sc2ccccc2)nc2ccccn2c1=O
→ -0.4	0	0.3	107	107	15	-4	3	23
#45 COc1ccc2c(c1)CC(C)C/C2=N\NC(=O)c1ccco1 (configuration not stated)
→ -2.7	-3	-1.2	99	102	-10	0	3	-5
#46 O=C(CSc1nnc(COc2ccc(F)cc2)o1)N1CCCCC1
→ 0.6	-9	1.2	113	106	0	-10	6	6
#47 COc1cccc(Cn2nnc(C(=O)NCc3ccc(F)cc3)c2N)c1
→ 3.2	-3	2.4	78	75	-9	13	20	-5
#48 Cc1cccc2sc(N(CCCN(C)C)C(=O)c3nc4ccccc4s3)nc12
→ 1.6	-8	0.9	83	67*[inhibitor]	-3	-2	26	-4
#49 CC(=O)C(Sc1ncnc2sc3c(c12)CCCC3)C(C)=O
→ -1.8	1	-1.3	94	105	-2	-10	9	37
#50 CC(C)CC(CO)N1CCN(C(=O)c2ccc(Cl)cc2Cl)CCC1=O (configuration not stated)
→ 0.1	-5	0.7	96	100	1	1	8	9
#51 O=C(O)COc1ccc(/C=N/NC(=O)c2ccc(-c3csc(Nc4ccc(Cl)cc4)n3)cc2)cc1
→ nt	-6	nt	73	60*[inhibitor]	-7	-13	nt	10
#52 O=C(c1ccc(F)cc1)C(C(=O)N1CCCCC1)n1ccccc1=O (configuration not stated)
→ -1.3	-7	0.1	95	98	-9	-9	-1	28
#53 COc1ccc(-c2nnn(Cc3nc(N)nc(N4CCOCC4)n3)n2)cc1OC
→ 0.2	-4	0.3	98	91	-2	5	7	27
#54 NC(=O)c1ccccc1NC(=O)/C=C/C(=O)O
→ 0.5	1	1.5	90	98	-3	-6	-7	24
#55 CCc1cc(C(=O)Nc2ccccc2)cs1
→ -1.3	-7	-1.3	99	97	3	4	9	-8
#56 COc1ccc(S(=O)(=O)NCC(=O)N(CC2CCCO2)C(C(=O)NC2CCCC2)C(C)C)cc1 (configuration not stated)
→ 0.0	-8	0.2	101	102	5	-11	5	14
#57 CC1(C)N=C(N)NC(Nc2cccc(Br)c2)=N1
→ 0.0	-5	1.5	111	98	5	-1	8	0
#58 CC(C(=O)Nc1ccccc1)N(c1cccc(Cl)c1)S(C)(=O)=O (configuration not stated)
→ -1.7	1	-1.1	101	100	1	-8	20	11
#59 S=C(Nc1ccccc1Cl)NC1CC2CCCC(C1)N2C1CC1 (configuration not stated)
→ 0.6	-4	0.2	101	98	2	-3	7	20
#60 Cc1cc(C)n2nc(SCC3COc4ccccc4O3)nc2n1 (configuration not stated)
→ -0.6	-3	-0.5	99	100	-2	-3	15	-4
#61 CCCCCCC(C)OC(=O)Nc1cccc2ccccc12 (configuration not stated)
→ -1.2	-11	-1.5	77	70*[inhibitor]	1	-15	22	25
